Screening results from PubChem.
SENP1 inh = SENP1 (human) catalytic domain inhibition; Q9P0U3; recombinant SENP1 catalytic domain, CyPet-SUMO1-YPet FRET cleavage; inhibition, % at 10 µM; 360,000 compounds, 0.21% hits; AID 624204;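 active = inhibition at least 30% at 10 µM, raw YFP signal under a set limit, fluorescence ratio 0.5 to 1.5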;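 note: 0% = enzyme with DMSO and 100% = no enzyme wells; some results filed as inactive read as strong as hits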
Target sequence (Q9P0U3 419-644 limits assumed): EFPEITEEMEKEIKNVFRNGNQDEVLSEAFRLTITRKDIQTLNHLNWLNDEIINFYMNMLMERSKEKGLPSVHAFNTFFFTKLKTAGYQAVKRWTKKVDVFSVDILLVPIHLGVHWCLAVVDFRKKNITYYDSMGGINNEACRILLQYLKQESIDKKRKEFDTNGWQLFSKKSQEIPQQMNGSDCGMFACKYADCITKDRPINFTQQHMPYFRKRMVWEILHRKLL
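Controls: no-enzyme wells low, DMSO-plus-enzyme wells high control. Test system: human recombinant His6-tagged SENP1 catalytic domain enzyme. Reagent: SFCypet-SUMO1-SFYpet FRET protein substrate, 25 nM final. Doses: one dose per compound, 10 µM, 0.5% DMSO. Detection: FRET, CFP and YFP emission. Timing: 50 min reaction at room temperature.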
SENP6 inh = blocks the human protease SENP6; Q9GZR1; Recombinant SENP6 catalytic domain, aminoluciferin luminescence; inhibition, % at 10 µM; 330,000 compounds, 1.8% hits; AID 2599;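 active = inhibition above about 50% at the single tested dose, limit read from the data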;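 note: plate controls were DMSO wells with enzyme for no effect and DMSO wells lacking enzyme for full effect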
beta cell repl = MIN6 beta-cell proliferation induction; MIN6 cells proliferation, ATPlite luminescence, 48 h; cells starved in 0.2% serum; 100% = growth in 10% serum; proliferation, % at 10 µM; 330,000 compounds, 0.29% hits; AID 2380;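 active = compounds whose signal lies at least 3.5 SD above the mean of all wells on their plate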;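 note: 0% = DMSO-treated cells in low-serum medium and 100% = 10% serum control; some compounds called inactive have numbers as strong as hits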
PfG6PD inh = PfG6PD (Plasmodium falciparum) enzyme inhibition. PfGluPho enzyme, NADPH resazurin-diaphorase fluorescence. inhibition, % at 20 µM. 350,000 compounds, 0.78% hits. AID 504690;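 active = inhibition reaching at least a set limit at 20 µM in the primary screen, cut at about 59% in these data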;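 note: 0% = DMSO wells with substrate and 100% = DMSO wells lacking glucose-6-phosphate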
HKDC1 inh = blocks human hexokinase HKDC1 activity; recombinant HKDC1, G6PDH/diaphorase resazurin coupled fluorescence; inhibition, % at 20 µM; 340,000 compounds, 0.16% hits; AID 493160;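 active = inhibition above about 35% when tested at 20 µM, limit read from the data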;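 note: plate controls were DMSO wells with enzyme for no effect and DMSO wells lacking enzyme for full effect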
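Material – in-house recombinant HK5 (HKDC1) enzyme · Quantity – HKDC1 at 5 µg/mL · Buffer or medium – pH 8.0 Tris buffer with 10 mM MgCl2 · Reagent – glucose with 1 mM ATP · Dosing – single 20 µM dose · Times – reaction time 90 min, room temperature, protected from light · Technique – resorufin fluorescence at 613 nm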
SENP8 block-1 = SENP8 protease inhibition. purified SENP8, Z-RLRGG-aminoluciferin cleavage, luminescence. inhibition, % at 10 µM. 330,000 compounds, 1.2% hits. AID 2540; in the data active = inhibition above about 50%
Target sequence (Q96LD8 whole entry, looked up): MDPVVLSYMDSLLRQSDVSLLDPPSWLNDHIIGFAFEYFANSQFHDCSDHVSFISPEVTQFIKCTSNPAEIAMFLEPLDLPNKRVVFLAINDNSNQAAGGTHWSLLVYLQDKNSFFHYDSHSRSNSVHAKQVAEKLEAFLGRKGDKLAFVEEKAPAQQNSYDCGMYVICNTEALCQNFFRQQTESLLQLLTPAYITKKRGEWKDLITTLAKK
SENP7 inh = SENP7 protease inhibition; Q9BQF6; recombinant SENP7, Z-RLRGG-aminoluciferin luminescence, 40 min; inhibition, % at 5 µM; 330,000 compounds, 1.5% hits; AID 434973;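 active = inhibition above about 50% at the single test dose, limit read from the data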;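 note: plate controls were DMSO with enzyme for no effect and no enzyme buffer wells for full effect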
Target sequence (Q9BQF6 706-1050 limits assumed): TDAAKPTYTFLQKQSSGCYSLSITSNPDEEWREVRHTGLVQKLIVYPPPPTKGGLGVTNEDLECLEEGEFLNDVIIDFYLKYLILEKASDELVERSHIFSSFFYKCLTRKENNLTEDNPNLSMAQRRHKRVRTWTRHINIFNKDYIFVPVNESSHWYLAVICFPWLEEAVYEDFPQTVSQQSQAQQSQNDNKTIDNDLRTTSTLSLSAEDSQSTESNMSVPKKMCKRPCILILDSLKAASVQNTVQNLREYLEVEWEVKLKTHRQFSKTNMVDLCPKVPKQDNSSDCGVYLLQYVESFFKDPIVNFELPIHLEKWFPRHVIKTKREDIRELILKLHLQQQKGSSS
SENP8 block-2 = inhibitors of human SENP8 protease | Q96LD8 | recombinant SENP8, Nedd8 substrate fluorescence | inhibition, % at 20 µM | 360,000 compounds, 0.64% hits | AID 602440; in the data active = inhibition mostly above about 40%, no sharp cut-off; inactive = mostly below about 27%
UBC13 inh = blocks human UBC13 polyubiquitin chain formation; P61088; TR-FRET; inhibition, % at 20 µM; 330,000 compounds, 0.47% hits; in the data active = inhibition above about 45%, passing the limit was not always enough
Target sequence (P61088 whole entry, looked up): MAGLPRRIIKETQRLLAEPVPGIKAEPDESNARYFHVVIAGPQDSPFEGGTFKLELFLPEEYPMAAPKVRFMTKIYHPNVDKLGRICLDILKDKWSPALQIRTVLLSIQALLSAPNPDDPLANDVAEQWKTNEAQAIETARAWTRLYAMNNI
* marks the source's active call; other numbers are inactive results; i = inactive; nt = no result given.

SMILES	SENP1 inh	SENP6 inh	beta cell repl	PfG6PD inh	HKDC1 inh	SENP8 block-1	SENP7 inh	SENP8 block-2	UBC13 inh
CC(=O)N1CCOc2ccc(S(=O)(=O)N3CCC(C(=O)NCc4ccc(C)cc4)CC3)cc21	4	-20	-2	-20	-4	-3	6	21	-3
Cc1ccc2n(n1)c(=O)c(Cc1ccccc1)c([O-])[n+]2-c1ccccc1	35*	1	1	-2	-2	0	8	-4	13
CCCC(=O)NCCc1nc2ccccc2n1CC(=O)c1ccccc1	-1	14	0	-8	11	12	8	16	3
Cc1cccc(C)c1OCCN1CCCC1	1	-9	0	9	2	-6	-7	7	-2
OCC1(Cc2ccccc2)CCN(C2CCN(c3ccc(F)c(F)c3)CC2)CC1	-3	0	-5	-6	-5	-8	1	23	0
CCOc1ccc(N(CC(=O)Nc2ccc(C)c(C)c2)S(=O)(=O)c2c(C)[nH]c(=O)[nH]c2=O)cc1	0	6	-3	-12	3	5	13	18	-10
O=C(COC(=O)CCNS(=O)(=O)c1ccccc1)Nc1ccc(OC(F)F)cc1	3	-20	0	3	3	-10	-7	-1	-6
COc1ccc(/C=C/CN2CCC(CO)(Cc3ccccc3Cl)CC2)cc1	-4	-20	-5	10	-8	2	10	2	14
O=C(CCN1C(=O)c2ccccc2S1(=O)=O)NCc1ccccc1Cl	3	-3	1	-21	2	-14	-10	4	-13
CC1CCCN(Cc2nc3c(c(=O)n(C)c(=O)n3C)n2CCCc2ccccc2)C1 (stereo not given)	1	-10	0	2	-2	-9	-3	7	0
CC(C)c1cccc(-c2ccc3c(c2)S(=O)(=O)c2cccc(C(=O)NCc4ccccc4)c2C3=O)c1	1	-15	-5	-12	-3	-15	-9	18	-37
Cc1sc2ncnc(N3CCC(C(=O)N(C)CC(=O)Nc4ccccc4Cl)CC3)c2c1C	-1	13	6	-24	-6	9	8	7	22
CN(Cc1ccccc1)C(=O)CSc1n[nH]c(N)n1	0	-8	10	-2	-5	1	3	5	4
Cc1c(C#N)c(O)n(CCO)c(=O)c1N=Nc1ccc2c(c1)COC2=O	-11	-17	-1	18	-1	1	3	11	-98
CCc1ccc(NC(=O)CSc2nnc(-c3cnccn3)n2C)cc1	2	-5	1	6	2	-4	3	-4	0
CN(C)CCCOC(=O)c1ccc(Br)cc1	0	-15	0	20	-9	-11	-8	4	-11
CCOC(=O)/C(C#N)=C/c1cn(CCC(=O)O)nc1-c1ccc(Br)cc1	1	-7	-2	-20	-5	0	-3	-4	-15
COc1nc(OC)nc(N2CCC(C(=O)Nc3cccc4ccccc34)CC2)n1	-1	-18	-2	11	3	-11	-11	8	-14
COc1ccc(NC(=O)c2cccnc2)cc1	0	9	-1	-6	-1	-3	7	13	-7
COC(=O)CC(NC(=O)c1cccs1)c1ccc(OC)c(OC)c1 (stereo not given)	-1	6	6	-15	0	-7	-3	2	0

15 entries from above in another layout.
Fields: SENP1 inh | SENP6 inh | beta cell repl | PfG6PD inh | HKDC1 inh | SENP8 block-1 | SENP7 inh | SENP8 block-2 | UBC13 inh
CCOc1ccc(N(CC(=O)Nc2ccc(C)c(C)c2)S(=O)(=O)c2c(C)[nH]c(=O)[nH]c2=O)cc1
  0 | 6 | -3 | -12 | 3 | 5 | 13 | 18 | -10
O=C(COC(=O)CCNS(=O)(=O)c1ccccc1)Nc1ccc(OC(F)F)cc1
  3 | -20 | 0 | 3 | 3 | -10 | -7 | -1 | -6
COc1ccc(/C=C/CN2CCC(CO)(Cc3ccccc3Cl)CC2)cc1
  -4 | -20 | -5 | 10 | -8 | 2 | 10 | 2 | 14
O=C(CCN1C(=O)c2ccccc2S1(=O)=O)NCc1ccccc1Cl
  3 | -3 | 1 | -21 | 2 | -14 | -10 | 4 | -13
CC1CCCN(Cc2nc3c(c(=O)n(C)c(=O)n3C)n2CCCc2ccccc2)C1 (stereo not given)
  1 | -10 | 0 | 2 | -2 | -9 | -3 | 7 | 0
CC(C)c1cccc(-c2ccc3c(c2)S(=O)(=O)c2cccc(C(=O)NCc4ccccc4)c2C3=O)c1
  1 | -15 | -5 | -12 | -3 | -15 | -9 | 18 | -37
Cc1sc2ncnc(N3CCC(C(=O)N(C)CC(=O)Nc4ccccc4Cl)CC3)c2c1C
  -1 | 13 | 6 | -24 | -6 | 9 | 8 | 7 | 22
CN(Cc1ccccc1)C(=O)CSc1n[nH]c(N)n1
  0 | -8 | 10 | -2 | -5 | 1 | 3 | 5 | 4
Cc1c(C#N)c(O)n(CCO)c(=O)c1N=Nc1ccc2c(c1)COC2=O
  -11 | -17 | -1 | 18 | -1 | 1 | 3 | 11 | -98
CCc1ccc(NC(=O)CSc2nnc(-c3cnccn3)n2C)cc1
  2 | -5 | 1 | 6 | 2 | -4 | 3 | -4 | 0
CN(C)CCCOC(=O)c1ccc(Br)cc1
  0 | -15 | 0 | 20 | -9 | -11 | -8 | 4 | -11
CCOC(=O)/C(C#N)=C/c1cn(CCC(=O)O)nc1-c1ccc(Br)cc1
  1 | -7 | -2 | -20 | -5 | 0 | -3 | -4 | -15
COc1nc(OC)nc(N2CCC(C(=O)Nc3cccc4ccccc34)CC2)n1
  -1 | -18 | -2 | 11 | 3 | -11 | -11 | 8 | -14
COc1ccc(NC(=O)c2cccnc2)cc1
  0 | 9 | -1 | -6 | -1 | -3 | 7 | 13 | -7
COC(=O)CC(NC(=O)c1cccs1)c1ccc(OC)c(OC)c1 (stereo not given)
  -1 | 6 | 6 | -15 | 0 | -7 | -3 | 2 | 0

(further entries)
SMILES	SENP1 inh	SENP6 inh	beta cell repl	PfG6PD inh	HKDC1 inh	SENP8 block-1	SENP7 inh	SENP8 block-2	UBC13 inh
COc1cccc(NC(=O)c2ccc3snnc3c2)c1	-1	64*	-2	4	-3	48	58*	33	-2
Cc1ccc(NC(=O)NCc2cccnc2)cc1C	0	12	0	-8	2	-4	-12	-6	-9
O=C(NCCCn1ccnc1)c1nn2c(C(F)(F)F)cc(-c3ccccc3)nc2c1Cl	-5	-14	1	6	-8	-2	0	-20	-6
O=C(Nc1cccc2cccnc12)c1cc(F)c(F)cc1Cl	-1	13	2	6	-3	-4	-4	3	-2
O=C(COc1ccccc1)OCC(=O)N1CCCc2ccccc21	3	-4	-2	4	-1	7	1	17	-2
CCOc1ccc(OCCC(=O)N2CCc3cc(OC)c(OC)cc3C2)cc1	-1	-29	-1	1	-2	1	4	2	0
C=CCNC(=O)C1CCN(c2nc(C)cc(-c3ccccc3)n2)CC1	-1	-4	-1	2	8	-4	4	-310	27
COCCCNC(=O)c1cc(Sc2ccc(F)cc2)nc2ccccc12	1	-4	0	-6	10	-5	-4	-3	-16
O=C(NC1CCN(Cc2ccccc2)CC1)c1ccc(CS(=O)c2ccc(F)cc2)o1 (stereo not given)	-2	-8	-3	14	-5	7	-5	6	1
Cc1nn(-c2cccc([N+](=O)[O-])c2)c(N)c1-c1ccccc1	-35	-13	-1	0	-4	-4	-6	11	4
O=C(CSc1nnc(CNC(=O)c2c(F)cccc2Cl)o1)Nc1ccccc1	1	-24	-2	-26	0	-5	0	24	-4
Cc1ccc(CN(C(=O)c2ccco2)C2CCS(=O)(=O)C2)cc1 (stereo not given)	-1	-2	1	15	-7	1	7	10	-1
N#Cc1cc([N+](=O)[O-])ccc1N1CCCC1	-3	5	1	28	-11	-12	-5	12	-23
Cc1c(-c2ccccc2)oc2c(C(=O)N3CCN(c4ccc([N+](=O)[O-])cc4)CC3)cccc2c1=O	-4	-7	-1	11	7	5	-8	30	4
Cc1ccc(NS(=O)(=O)c2ccc(C(C)(C)C)cc2)cn1	1	9	-5	1	-1	1	-7	-250	0
COc1ccc(-c2n[nH]c(=S)n2CC(C)C)cc1	1	-1	2	26	-4	1	13	5	-2
O=C(CSc1ccc(F)cc1)NC1CCCCC1	0	-11	0	-15	0	-3	-6	2	-14
COc1ccc(C(=O)CC(=O)C(=O)Nc2ccc(OC)c(Cl)c2)cc1	1	-7	-4	-21	-2	-8	-3	9	-22
CC(NC(N)=O)C(=O)Nc1ccc(Cl)c(S(=O)(=O)Nc2ccc(Br)cc2)c1 (stereo not given)	1	3	-3	-12	0	-6	9	19	11
COc1ccc(-c2cc(C(=O)Nc3sc4c(c3C#N)CCCC4)c3ccccc3n2)cc1	3	nt	nt	-28	-5	nt	nt	-363	nt
CCOC(=O)c1sc2ccccc2c1OC(=O)c1ccc(C)cc1	2	-2	-5	-11	6	-6	-10	7	-9
CCOc1ccc(S(=O)(=O)N2CCCC(C(=O)N3CCOCC3)C2)cc1 (stereo not given)	2	9	1	-1	2	1	3	12	-9
Cc1cccc(C)c1NC(=S)N(CCN(C)C)Cc1cccs1	1	-10	-1	9	-2	-6	1	-12	-9
COc1ccc(N(CC(=O)N2CCc3ccccc3C2)S(=O)(=O)c2c(C)[nH]c(=O)[nH]c2=O)cc1	-2	1	6	4	-3	-2	1	9	-6
CON(C)S(=O)(=O)c1cccc(C(=O)Nc2cccc(S(=O)(=O)NC3=NCCCCC3)c2)c1	0	nt	nt	7	-5	nt	nt	8	nt
Cc1ccc(OCCNC(=O)CNC(=O)c2ccc3c(c2)OCO3)cc1	2	-1	11*	-6	0	-1	-1	9	-3
Cc1cc(C)c(OCC(=O)Nc2ccc3c(c2)OCO3)cc1C	2	-4	-2	-1	0	-11	10	30	-6
CC(C(=O)Nc1cc([N+](=O)[O-])ccc1Cl)N1CCN(c2ccccc2O)CC1 (stereo not given)	2	3	0	9	1	0	5	10	1
O=C(N/N=C/c1cccc2cccnc12)[C@H]1C[C@@H]1c1ccccc1	1	-9	-2	28	0	-4	5	-3	1
COC(=O)Cn1c(C(O)c2ccccc2)nc2ccccc21 (stereo not given)	1	-20	-1	-7	-5	6	1	4	1
COc1ccc(-c2cc3ccc(OCC(=O)NCC4CCC(C(=O)O)CC4)cc3oc2=O)cc1 (stereo not given)	-82	13	-4	19	-1	9	13	-154	16
CSCCOC(=O)c1[nH]c2c(c1C)C(=O)CC(c1ccco1)C2 (stereo not given)	0	-38	-6	23	1	2	-4	8	-19
Cc1ccc(C(=O)c2c[nH]cc2-c2ccccc2)cc1	2	-4	-2	3	0	-2	7	22	3
COc1ccccc1CC(=O)NC1CCC(C)CC1 (stereo not given)	-1	-14	2	-18	-10	-11	-1	-6	6
O=c1c(Cl)c(N2CCOCC2)cnn1-c1nc2ccccc2[nH]1	1	9	-3	15	-9	-1	19	-25	4
O=C(c1ccccc1)c1ccc(Sc2ccc([N+](=O)[O-])cc2)cc1	2	-1	-1	8	-3	0	2	1	1
Cc1noc(C)c1S(=O)(=O)N1CCCC(C(=O)NCc2ccccn2)C1 (stereo not given)	2	-3	0	-21	-8	0	5	38	1
CC(OC(=O)c1ccccc1NCCO)C(=O)Nc1ccc(S(=O)(=O)N2CCOCC2)cc1 (stereo not given)	-6	-8	-2	5	-4	7	7	i	9
CCOc1ccc(C(=O)NCC(=O)OCC(=O)Nc2ccccc2OCC)cc1	2	8	0	-6	2	7	8	10	-6

Profiles, quoted from the list:
`CCOc1ccc(S(=O)(=O)N2CCCC(C(=O)N3CCOCC3)C2)cc1` (stereo not given) is entered as SENP1 inh = 2; SENP6 inh = 9; beta cell repl = 1; PfG6PD inh = -1; HKDC1 inh = 2; SENP8 block-1 = 1; SENP7 inh = 3; SENP8 block-2 = 12; UBC13 inh = -9
`CC(OC(=O)c1ccccc1NCCO)C(=O)Nc1ccc(S(=O)(=O)N2CCOCC2)cc1` (stereo not given) is entered as SENP1 inh = -6; SENP6 inh = -8; beta cell repl = -2; PfG6PD inh = 5; HKDC1 inh = -4; SENP8 block-1 = 7; SENP7 inh = 7; SENP8 block-2 = i; UBC13 inh = 9
